Assay outcomes from PubChem BioAssay.
CRFR2-BP ag: CRF-BP/CRF-R2 complex agonism | HEK293 CRF-R2/CRF-BP, calcium dye fluorescence (FLIPR); percent of saturating CRF peptide response | activation, % at 13.2 µM | 350,000 compounds, 0.46% hits | AID 588473;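 active = activation of at least 50%, plus an integration ratio under a set limit after plate pattern correction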;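 also: plate controls were neutral control wells without compound for no effect and CRF at EC100 for full effect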
M4 PAM: potentiates acetylcholine response at human M4 receptor; activation, % at 3 µM; CHO-K1 hM4/Gqi5, Fluo-8 calcium fluorescence, ACh EC20; 0% = ACh EC20, 100% = maximal ACh; AID 624126; 360,000 compounds, 0.4% hits;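 active = activation above its plate's cutoff, the mean activation of sample wells plus 3 SD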; also: some results filed as inactive read as strong as hits
Target sequence (P08173 whole entry, looked up): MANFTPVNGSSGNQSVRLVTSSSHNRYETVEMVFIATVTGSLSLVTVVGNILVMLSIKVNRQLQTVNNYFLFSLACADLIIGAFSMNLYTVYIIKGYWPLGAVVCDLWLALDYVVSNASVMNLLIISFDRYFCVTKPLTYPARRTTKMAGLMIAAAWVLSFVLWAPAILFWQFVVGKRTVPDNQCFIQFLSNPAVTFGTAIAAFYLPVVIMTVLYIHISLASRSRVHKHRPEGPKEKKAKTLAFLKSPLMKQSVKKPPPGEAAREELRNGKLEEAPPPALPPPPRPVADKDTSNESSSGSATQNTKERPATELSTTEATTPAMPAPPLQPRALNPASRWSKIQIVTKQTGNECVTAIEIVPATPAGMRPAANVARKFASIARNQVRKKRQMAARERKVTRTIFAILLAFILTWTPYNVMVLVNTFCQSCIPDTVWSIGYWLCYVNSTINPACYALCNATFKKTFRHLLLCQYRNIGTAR
M5 PAM: potentiates acetylcholine response at human M5 receptor; P08912; CHO-K1 hM5, Fluo-8 calcium, ACh EC20 PAM; 0% = ACh EC20, 100% = ACh EC100; activation, % at 3 µM; 360,000 compounds, 0.3% hits; AID 624038;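 active = activation above the run cutoff, the mean activation of all test compounds plus 3 SD, cut at about 18% in these data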
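system = human M5 receptor in CHO-K1 cells | reagent = EC20 acetylcholine as agonist stimulus | compound dosing = single-point, 3 µM nominal | incubation = Fluo-8 loading 80 min at 37 °C plus 30 min room temperature | detection = Fluo-8 calcium dye fluorescence, kinetic read | benchmarks = low control EC20 acetylcholine (0%), high control EC100 acetylcholine (100%)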
TAAR1 antagonist: antagonists of human TAAR1 | Q96RJ0 | CHO RD-HGA16 TAAR1, Fluo-8 calcium fluorescence, antagonist | inhibition, % at 3 µM | 360,000 compounds, 1.5% hits;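 active = inhibition above a per-plate cutoff, the mean inhibition of test compounds on that plate plus 3 SD, cut at about 49% in these data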;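 also: 0% = DMSO plus EC80 beta-PEA response and 100% = DMSO alone without agonist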
Target sequence (Q96RJ0 whole entry, looked up): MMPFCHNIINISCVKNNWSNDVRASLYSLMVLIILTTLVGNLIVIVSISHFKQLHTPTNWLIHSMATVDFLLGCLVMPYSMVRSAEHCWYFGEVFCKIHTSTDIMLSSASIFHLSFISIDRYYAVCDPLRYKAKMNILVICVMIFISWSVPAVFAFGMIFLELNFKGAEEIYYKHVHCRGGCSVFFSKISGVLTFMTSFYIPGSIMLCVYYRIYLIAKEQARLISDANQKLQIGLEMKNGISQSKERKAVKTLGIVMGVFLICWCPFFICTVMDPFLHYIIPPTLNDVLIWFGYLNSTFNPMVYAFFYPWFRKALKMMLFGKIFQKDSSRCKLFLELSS
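Material: RD-HGA16 CHO cells with stable hTAAR1 and Gα16; Dosing: single nominal final test compound concentration of 3 µM; Schedule: seeding 17-24 h prior, 75-min 37 °C, 30-min RT dye loading; Detection: kinetic Fluo-8 calcium fluorescence measurement; Measure: % inhibition from peak post-agonist over basal fluorescence ratio; Benchmarks: vehicle and agonist controls.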
CHO-K1 Ca PAM: M1 PAM counterscreen hit in parental CHO-K1 cells. ATP EC20, Fluo-8 calcium fluorescence; 0% at ATP EC20, 100% at ATP max. activation, % at 3 µM. 360,000 compounds, 0.02% hits;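 active = activation above the run cutoff, the mean activation of all test compounds plus 3 SD, cut at about 40% in these data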;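 also: peak over basal fluorescence ratio in a 140 s read after ATP addition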
CHRM5 agonist: agonists of human muscarinic M5 receptor (CHRM5); P08912; CHO-K1 hM5 cells, Fluo-8 calcium fluorescence; 0% DMSO wells, 100% maximal acetylcholine response; activation, % at 3 µM; 360,000 compounds, 0.19% hits;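 active = activation above the run's mean over test compounds plus 3 SD, cut at about 23% in these data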;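 also: signal is peak over basal fluorescence ratio across the kinetic read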
TAAR1 agonist: human TAAR1 agonism; Q96RJ0; CHO RD-HGA16 TAAR1, Fluo-8 calcium fluorescence; vehicle wells 0%, saturating PEA agonist 100%; activation, % at 3 µM; 360,000 compounds, 0.99% hits; AID 624467;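 active = activation above the mean activation of all test compounds in the run plus 3 SD, cut at about 38% in these data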
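System: CHO RD-HGA16 cells carrying human TAAR1 plus Gα16; Incubation: 17-24 h seeding, 75 min 37 °C dye, 30 min RT; Measured by: Fluo-8 fluorescence, 5 s baseline then 140 s kinetic read; Control set: DMSO and PEA EC100; Replication: single well for each compound.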
M5 antag: CHRM5 antagonism in calcium assay; CHO-hM5 cells, Fluo-8 calcium fluorescence, ACh EC80; inhibition, % at 3 µM; 360,000 compounds, 0.59% hits; AID 624040;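 active = inhibition above a per-plate cutoff, the mean of that plate's test compounds plus 3 SD, cut at about 27% in these data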;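 also: 0% = acetylcholine EC80 with DMSO and 100% = DMSO without agonist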
CRFR2-BP antag: antagonists of CRF-binding protein/CRF-R2 receptor complex; 350,000 compounds, 0.59% hits; AID 588475; inhibition, % at 11.8 µM; HEK293 CRF-R2/CRF-BP, CRF-induced calcium fluorescence;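 active = inhibition of the ligand-induced calcium signal above about 50% at the single tested concentration, limit read from the data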
An asterisk follows results filed as active; nt = not tested or not shown.

#	smiles	CRFR2-BP ag	M4 PAM	M5 PAM	TAAR1 antagonist	CHO-K1 Ca PAM
1	O=C(Nc1ccncc1)c1cc(S(=O)(=O)N2CCN(c3ccccc3)CC2)ccc1Cl	-0.4	9	-4	13	8
2	CCOC(=O)C1CCN(C(=O)c2cccc(S(=O)(=O)N3c4ccccc4CC3C)c2)CC1 (stereo unspecified)	-1.1	-2	-3	-18	-3
3	CC(C)=CCN1CCN(Cc2ccc(N3CCNC3=O)cc2)CC1CCO (stereo unspecified)	0.6	-21	12	-16	15
4	COC(=O)c1c(NC(=S)NNC(=O)c2ccc(Cl)s2)sc(C(=O)N(C)C)c1C	-5.5	11	11	-11	7
5	O=C(CCN1C(=O)c2cccc3cccc(c23)C1=O)NCC1CCCO1 (stereo unspecified)	-2.4	-3	-8	-9	-1
6	Cc1cccc(-c2nnc(SCC(=O)c3ccc(O)cc3O)n2C)c1	-1.0	4	2	-1	0
7	COCCN(CC(=O)NCc1ccc2c(c1)OCO2)C(=O)CCC(=O)Nc1nccs1	-1.4	-2	2	8	15
8	CCCCNc1nccnc1-c1cccc(C=O)c1	nt	1	-1	2	-13
9	COc1ccc(N(C(=O)Cn2nnc3ccccc32)C(C(=O)NCc2ccco2)c2ccncc2)cc1 (stereo unspecified)	-0.8	-8	-2	-5	4
10	COc1ccc(OC)c(S(=O)(=O)N2CCC(C(=O)NCc3ccccc3OC)CC2)c1	-2.7	-5	-5	0	21

#	CHRM5 agonist	TAAR1 agonist	M5 antag	CRFR2-BP antag
1	4	3	6	0
2	-1	-2	12	11
3	4	-4	-4	10
4	0	-1	-26	35
5	1	1	10	0
6	-2	0	1	-3
7	-2	7	-4	3
8	-1	3	-8	nt
9	-2	-1	7	-1
10	0	17	-6	0

Whole records, looked up by structure. Values in the order: CRFR2-BP ag	M4 PAM	M5 PAM	TAAR1 antagonist	CHO-K1 Ca PAM	CHRM5 agonist	TAAR1 agonist	M5 antag	CRFR2-BP antag
`COC(=O)c1c(NC(=S)NNC(=O)c2ccc(Cl)s2)sc(C(=O)N(C)C)c1C` is entered as -5.5	11	11	-11	7	0	-1	-26	35
`Cc1cccc(-c2nnc(SCC(=O)c3ccc(O)cc3O)n2C)c1` is entered as -1.0	4	2	-1	0	-2	0	1	-3
`O=C(Nc1ccncc1)c1cc(S(=O)(=O)N2CCN(c3ccccc3)CC2)ccc1Cl` is entered as -0.4	9	-4	13	8	4	3	6	0

New compounds follow
#	smiles	CRFR2-BP ag	M4 PAM	M5 PAM	TAAR1 antagonist	CHO-K1 Ca PAM
11	Cc1ccccc1C(=O)N1CCc2c([nH]c3ccccc23)C1C(F)(F)F (stereo unspecified)	1.7	-13	-16	30	31
12	COc1ccc(CC(=O)N2CCN(c3ccccc3)CC2)cc1OC	0.3	5	4	-9	5
13	COc1ccc(NC(=O)C2CCN(S(=O)(=O)c3c(C)noc3C)CC2)cc1OC	27	0	-2	-6	-5
14	CC12CCC(=O)N1C(C(=O)N1CCN(S(=O)(=O)c3ccccc3F)CC1)CS2 (stereo unspecified)	0.3	11	4	-22	-16
15	CCN1CCCC1CNC(=O)Cn1cccc1C(=O)c1ccccc1 (stereo unspecified)	-1.5	0	1	-11	17
16	O=C(c1cccs1)N1CCc2ccccc21	0.7	10	2	-2	1
17	N#Cc1c(Nc2ccccc2)c(C=O)c[nH]c1=O	2.4	-2	6	-18	14
18	CC(C)Cn1c(N)c(C(=O)COC(=O)c2cccn2C)c(=O)n(C)c1=O	-0.2	0	-2	7	-1
19	CCOC(=O)[C@]12CCC=C1N(Cc1ccco1)C(=O)[C@H](CC(=O)NCc1ccc(OC)c(OC)c1)C2	nt	2	1	-4	3
20	COc1cc(NC(=O)C/C(C)=N/NC(=O)Cc2ccc(Cl)cc2)c(OC)cc1Cl	-0.3	-3	0	-18	17

#	CHRM5 agonist	TAAR1 agonist	M5 antag	CRFR2-BP antag
11	-2	1	16	-38
12	2	8	-1	7
13	-3	1	7	-16
14	1	1	2	-6
15	-6	-3	-3	14
16	-7	20	-6	5
17	2	3	-2	9
18	6	5	-1	-2
19	0	-1	-2	nt
20	-1	3	-4	1

(further entries)
#	smiles	CRFR2-BP ag	M4 PAM	M5 PAM	TAAR1 antagonist	CHO-K1 Ca PAM
21	O=C(Nc1ccc(Nc2ccccc2)cc1)c1ccco1	0.4	4	6	9	-2
22	CCCCc1ccc(NC(=O)COc2ccc(C(=O)Nc3ccccc3OCC)cc2)cc1	0.7	1	0	-21	-7
23	Cc1ccc(C)c(-n2c(SCC(=O)N3CCCC3)nnc2-c2ccccn2)c1	-2.1	-5	0	-4	16
24	C/C(=C\CNc1ncnc2nc[nH]c12)CO	1.9	-1	0	-24	12
25	O=C(O)c1ccccc1C(=O)Nc1ccc(Oc2ccccc2)cc1	1.3	-6	-12	1	-6
26	CCOC(=O)c1ccc(NC(=O)C2CC(O)CN2S(=O)(=O)c2ccc(C)cc2)cc1 (stereo unspecified)	0.8	6	0	-10	6
27	CCOc1ccc2nc(SC3CC(=O)N(c4ccc(OC)cc4OC)C3=O)sc2c1 (stereo unspecified)	2.7	6	0	46	12
28	CC1=CN2C(c3cccc([N+](=O)[O-])c3)=NON(c3ccc(C)cn3)C2C=C1 (stereo unspecified)	nt	-4	3	-14	9
29	CCc1nc2ccc(C(=O)N(C)Cc3ccccc3)cn2c1N(C)Cc1ccc(OC)cc1	nt	-5	-13	-15	1
30	Cc1ccc(Cn2c(C)c3cnn(CC(=O)NC4CCCC4)c(=O)c3c2C)cc1	-8.2	-5	1	-6	8

#	CHRM5 agonist	TAAR1 agonist	M5 antag	CRFR2-BP antag
21	0	3	-4	1
22	-2	5	1	1
23	-1	7	2	-11
24	0	3	4	-3
25	-6	0	16	9
26	1	14	2	-9
27	-1	9	-6	-5
28	3	2	-4	nt
29	-3	-1	7	nt
30	1	-1	2	3

Carrying on:
#	smiles	CRFR2-BP ag	M4 PAM	M5 PAM	TAAR1 antagonist	CHO-K1 Ca PAM
31	O=C(NC1CC2CCCC(C1)N2C(=O)Nc1ccccc1Cl)C1CC1 (stereo unspecified)	0.7	-9	-2	-10	1
32	CCOC(=O)C1CCc2nc3ccccc3c(=O)n21 (stereo unspecified)	0.5	-5	-1	7	10
33	c1ccc(-c2cc(N3CCCCC3)nc(-c3ccccc3)n2)cc1	-1.1	-5	11	-9	20
34	CC(C)CCNC(=O)CCCn1c(=O)[nH]c2ccc(Br)cc2c1=O	0.2	0	-3	3	-11
35	CCN=c1scc(C)n1/N=C/c1cc(Br)c(O)c(OC)c1	-6.2	-6	0	-21	-4
36	Cc1cc(S(=O)(=O)NC2CCCCC2)ccc1-n1cnnn1	5.8	-6	1	4	0
37	O=C(c1oc(=O)c2ccccc2c1-c1ccccc1)N1CCC(O)CC1	1.0	8	-6	-19	-2
38	CCN(CC)S(=O)(=O)c1ccc(OC)c(NC(=O)COc2ccc3c(C)cc(=O)oc3c2)c1	-0.8	1	1	9	12
39	CS(=O)(=O)Nc1nc2n(n1)C(c1ccc(F)cc1)CC(c1ccccc1)N2 (stereo unspecified)	-0.3	1	2	-8	18
40	CC(=O)Nc1nc2c(s1)C(=O)NCC(C)(C)C2	-2.1	-2	3	-36	-3

#	CHRM5 agonist	TAAR1 agonist	M5 antag	CRFR2-BP antag
31	-5	2	19	-1
32	2	13	4	5
33	-5	8	1	14
34	-6	3	3	10
35	1	0	6	-3
36	5	1	-4	-3
37	3	0	1	-4
38	1	1	4	13
39	-1	0	11	-8
40	-3	1	-9	22

Carrying on.
#	smiles	CRFR2-BP ag	M4 PAM	M5 PAM	TAAR1 antagonist	CHO-K1 Ca PAM
41	COc1ccccc1CNC(=O)CCNS(=O)(=O)c1cccc2nonc12	-1.0	-4	3	-2	16
42	COc1ccc(-n2c(SCC(=O)N3CCCCC3C)nnc2-c2cccnc2)cc1 (stereo unspecified)	1.8	-7	8	-7	7
43	CCCCNC(=O)c1onc(CSc2ccccn2)c1C(=O)NCCCC	-0.4	3	1	6	17
44	NS(=O)(=O)c1ccc(CCNC(=O)COC(=O)Cc2ccc([N+](=O)[O-])cc2)cc1	-0.8	-5	4	1	-7
45	Cn1c(SCC(=O)Nc2ccc3nc(SCC(=O)N4CCCC4)sc3c2)nnc1-c1ccc(N)cc1	-1.5	-9	-3	nt	-7
46	O=C(c1ccco1)N1CCN(C(=O)C2(S(=O)(=O)c3ccc(Cl)cc3)CC2)CC1	1.0	4	-5	-1	5
47	CNC(=S)Nc1ccc(OC(F)(F)F)cc1	-1.6	0	-4	10	5
48	CCOc1cc(C(c2c(C)[nH][nH]c2=O)c2c(C)[nH][nH]c2=O)ccc1OS(=O)(=O)c1ccccc1	-0.6	-2	8	5	18

#	CHRM5 agonist	TAAR1 agonist	M5 antag	CRFR2-BP antag
41	-1	0	5	-3
42	-8	18	-7	2
43	-9	14	16	3
44	1	5	3	2
45	0	nt	3	4
46	-2	2	7	0
47	1	15	12	3
48	0	3	-7	7

An excerpt of these results, field by field:
43: CCCCNC(=O)c1onc(CSc2ccccn2)c1C(=O)NCCCC
  CRFR2-BP ag = -0.4
  M4 PAM = 3
  M5 PAM = 1
  TAAR1 antagonist = 6
  CHO-K1 Ca PAM = 17
  CHRM5 agonist = -9
  TAAR1 agonist = 14
  M5 antag = 16
  CRFR2-BP antag = 3

44: NS(=O)(=O)c1ccc(CCNC(=O)COC(=O)Cc2ccc([N+](=O)[O-])cc2)cc1
  CRFR2-BP ag = -0.8
  M4 PAM = -5
  M5 PAM = 4
  TAAR1 antagonist = 1
  CHO-K1 Ca PAM = -7
  CHRM5 agonist = 1
  TAAR1 agonist = 5
  M5 antag = 3
  CRFR2-BP antag = 2

45: Cn1c(SCC(=O)Nc2ccc3nc(SCC(=O)N4CCCC4)sc3c2)nnc1-c1ccc(N)cc1
  CRFR2-BP ag = -1.5
  M4 PAM = -9
  M5 PAM = -3
  TAAR1 antagonist = nt
  CHO-K1 Ca PAM = -7
  CHRM5 agonist = 0
  TAAR1 agonist = nt
  M5 antag = 3
  CRFR2-BP antag = 4

Random draw from the library (roughly 4.2% active in at least one column).
